Source: PubChem BioAssay (National Center for Advancing Translational Sciences (NCATS))
D2 PAM: HTS Assay for Positive Allosteric Modulators of the Human D2 Dopamine Receptor: Primary Screen for Potentiators. D(2) dopamine receptor (Homo sapiens), P14416. HEK293 T-REx D2, calcium flux, EC20 dopamine potentiation. potentiation, % at 10 µM. actives 0.34% (n = 340,000);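 active means potentiation over 3 SD above the plate norm, cut at about 30% in these data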; further: 0% is about no effect
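Cells plated with tetracycline inducer and held overnight at 30 C; calcium dye loaded 30–90 min at room temperature; baseline taken, compound added and read 180 s; EC20 dopamine then added and read 180 s.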
TRHR ag: qHTS for Small Molecule Agonists and Allosteric Enhancers of Human TRH Receptor: Primary Screen for Agonists; Thyrotropin-releasing hormone receptor (Homo sapiens), P34981; TRHR cells, calcium flux fluo-8, FDSS agonist mode; activation, % at 2 µM; actives 0.18% (n = 360,000); further: 0% is about no effect
Target sequence (P34981 whole entry, looked up): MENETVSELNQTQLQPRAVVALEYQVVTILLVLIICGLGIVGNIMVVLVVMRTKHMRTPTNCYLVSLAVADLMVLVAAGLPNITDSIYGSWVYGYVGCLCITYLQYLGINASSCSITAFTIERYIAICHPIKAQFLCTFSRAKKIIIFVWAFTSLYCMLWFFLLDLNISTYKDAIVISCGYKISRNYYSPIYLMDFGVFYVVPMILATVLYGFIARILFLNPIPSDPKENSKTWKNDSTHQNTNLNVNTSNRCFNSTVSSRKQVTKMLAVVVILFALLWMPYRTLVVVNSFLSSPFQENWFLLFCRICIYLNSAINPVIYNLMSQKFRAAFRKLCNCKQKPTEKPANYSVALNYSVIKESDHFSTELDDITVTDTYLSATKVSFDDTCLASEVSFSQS
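TRHR-expressing cells, plated overnight in medium with 10% serum, were loaded with fluo-8 calcium dye at room temperature. After a 10 s baseline, library compound was pin-added and calcium release was recorded kinetically (ex 480/em 530) as agonist response.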
D2 ag: HTS Assay for Allosteric Agonists of the Human D2 Dopamine Receptor: Primary Screen for Agonists; D(2) dopamine receptor (Homo sapiens), P14416; HEK293 T-REx D2 cells, calcium flux agonist mode; activation, % at 2 µM; actives 0.53% (n = 340,000);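 active means activation over 3 SD above normal in the single-dose calcium agonist read, cut at about 30% in these data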; further: 0% is about no effect
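Tetracycline-induced HEK293 Trex cells with D2 receptor force-coupled to calcium signaling, plated overnight at 30 C and loaded with no-wash calcium dye. Calcium flux read kinetically for 180 s after compound addition; responses flag agonists.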
TRHR PAM: qHTS for Small Molecule Agonists and Allosteric Enhancers of Human TRH Receptor: Primary Screen for Enhancers. Thyrotropin-releasing hormone receptor (Homo sapiens), P34981. TRHR cells, fluo-8 calcium fluorescence, EC20 TRH enhancement. enhancement, % at 2 µM. actives 0.66% (n = 360,000). AID 493056, 2011; in the data active means enhancement above about 30%; further: 0% is about no effect
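TRHR-expressing cells loaded with fluo-8 calcium dye were read kinetically (ex 480/em 530) during compound addition, then stimulated with an EC20 of TRH (10 nM final). Enhancement of the Gq-mediated intracellular calcium response was scored.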
D1 antagonist: Antagonist of Human D 1 Dopamine Receptor: qHTS; actives 3.2% (n = 360,000); HEK293 TREx D1 cells, calcium flux, dopamine EC80; hits give low values; activity change, negative = inhibition, % at 10 µM; in the data active means activity change below about -30%; further: on the % scale 0 is the no-effect control and ±100 the full control effect
Target sequence (P21728 whole entry, looked up): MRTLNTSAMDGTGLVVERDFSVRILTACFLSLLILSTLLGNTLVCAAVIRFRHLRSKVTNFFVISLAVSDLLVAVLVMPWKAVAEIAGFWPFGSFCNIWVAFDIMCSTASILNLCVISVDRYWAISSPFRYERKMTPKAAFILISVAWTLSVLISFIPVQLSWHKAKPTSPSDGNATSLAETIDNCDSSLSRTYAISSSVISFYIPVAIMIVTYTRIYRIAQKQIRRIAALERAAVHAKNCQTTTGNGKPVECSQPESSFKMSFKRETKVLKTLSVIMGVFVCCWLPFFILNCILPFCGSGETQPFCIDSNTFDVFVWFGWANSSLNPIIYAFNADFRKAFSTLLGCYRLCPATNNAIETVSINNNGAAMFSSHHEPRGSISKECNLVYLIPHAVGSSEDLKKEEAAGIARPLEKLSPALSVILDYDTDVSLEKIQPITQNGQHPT
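Tetracycline-induced HEK293 T-REx cells with force-coupled D1 receptor were loaded with a no-wash calcium dye. Compound was added after a 10 s baseline and read kinetically for 180 s; EC80 dopamine was then added and calcium flux followed another 180 s.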
D1 ag: Allosteric Agonists of the Human D1 Dopamine Receptor: qHTS. HEK293 T-REx D1 cells, calcium flux, agonist mode. actives 1% (n = 360,000). activation, % at 2 µM. AID 504660, 2011; further: 0% is about no effect
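Inducible HEK293 T-REx D1 cells, force-coupled to calcium signalling, were plated at 4000 cells/well with tetracycline and held overnight at 30 C. After no-wash calcium dye loading, compound-evoked calcium rise over 180 s flagged agonists.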
D1 PAM: Potentiators of Human D1 Dopamine Receptor: qHTS; potentiation, % at 10 µM; HEK293 TREx D1 cells, calcium flux, dopamine EC20 potentiation; D(1A) dopamine receptor (Homo sapiens), P21728; AID 504651, 2011; actives 0.036% (n = 360,000); in the data active means potentiation above about 30%; further: 0% is about no effect
RXFP1 antag: qHTS Assay for Antagonists of the Relaxin Receptor RXFP1; HEK293-RXFP1, relaxin-stimulated cAMP HTRF, 30 min; hits give low values; activity change, negative = inhibition, % at 57.5 µM; actives 0.59% (n = 350,000);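 active means activity change of -60% or lower, but not beyond a set lower limit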; further: on the % scale 0 is the no-effect control and ±100 the full control effect
D2 antagonist: HTS Assay for Allosteric Antagonists of the Human D2 Dopamine Receptor: Primary Screen for Antagonists; D(2) dopamine receptor (Homo sapiens), P14416; HEK293 TREx D2 cells, calcium flux, dopamine EC80; inhibition, % at 10 µM; actives 2% (n = 340,000); AID 485344, 2010; in the data active means inhibition above about 30%; further: 0% is about no effect
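Dopamine at EC80 is the agonist stimulus; test compounds precede it by 180 s. Calcium flux read kinetically in a force-coupled, inducible HEK293 T-REx D2 cell line.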
* = called active by the depositor; / = no result given. Unless noted, no stated cut-off is given here; in the data, active means activation above about 30%; inactive means the rest.

[1] CCOC(=O)c1cc(-c2ccc(N3CCOCC3)cc2)nn1-c1ccc(F)cc1F
[2] CSC1=C(C#N)C(c2ccccc2Cl)C2=C(CCCC2=O)N1 (stereo not drawn)
[3] Cc1ccc(-c2cc3nc(-c4ccc(Br)cc4)cc(N)n3n2)cc1
[4] O=C(c1cc2n(n1)C(C(F)(F)F)CC(c1ccco1)N2)N1CCc2ccccc2C1 (stereo not drawn)
[5] COc1cc2c(cc1OC)C(C(=O)N1CCCCC1)C(c1ccccc1F)N(C)C2=O (stereo not drawn)
[6] CN(C)S(=O)(=O)c1ccc(Cl)c(C(=O)Nc2cccc([N+](=O)[O-])c2)c1

compound no.	1	2	3	4	5	6
D2 PAM	0	12	-2	3	9	2
TRHR ag	-0.8	-0.7	0.8	5.1	-0.2	0.7
D2 ag	-2.6	-0.3	-0.1	0.7	-0.3	0.5
TRHR PAM	-3	1	-2	1	3	1
D1 antagonist	8	8	5	-6	34	-26
D1 ag	1	3	-1	15	0	3
D1 PAM	0	2	-7	0	1	-4
RXFP1 antag	8	/	-1	-20	-5	0
D2 antagonist	-11	16	1	3	-1	-9

Some of the entries above in a different format.
Order of results: D2 PAM, TRHR ag, D2 ag, TRHR PAM, D1 antagonist, D1 ag, D1 PAM, RXFP1 antag, D2 antagonist
1) CCOC(=O)c1cc(-c2ccc(N3CCOCC3)cc2)nn1-c1ccc(F)cc1F
 : 0, -0.8, -2.6, -3, 8, 1, 0, 8, -11
4) O=C(c1cc2n(n1)C(C(F)(F)F)CC(c1ccco1)N2)N1CCc2ccccc2C1 (stereo not drawn)
 : 3, 5.1, 0.7, 1, -6, 15, 0, -20, 3
3) Cc1ccc(-c2cc3nc(-c4ccc(Br)cc4)cc(N)n3n2)cc1
 : -2, 0.8, -0.1, -2, 5, -1, -7, -1, 1
6) CN(C)S(=O)(=O)c1ccc(Cl)c(C(=O)Nc2cccc([N+](=O)[O-])c2)c1
 : 2, 0.7, 0.5, 1, -26, 3, -4, 0, -9

Further records:
[7] Cc1cnc(=O)[nH]c1SCc1cccc([N+](=O)[O-])c1
[8] CCC1C(=O)n2nc(-c3ccccc3)cc2N=C1C (stereo not drawn)
[9] O=C(O)CCC(=O)N1CCc2cc(S(=O)(=O)NCc3cccs3)ccc21
[10] COc1ccc(C(=O)COC(=O)c2ccccc2NS(=O)(=O)c2ccc(O)c([N+](=O)[O-])c2)cc1
[11] Cc1cccc(OCc2nnc(SCC(=O)N3CCCC3)n2C)c1
[12] CCc1ccccc1NC(=O)CCCSc1nc2ccccc2s1

compound no.	7	8	9	10	11	12
D2 PAM	17	14	/	-1	-3	8
TRHR ag	-0.5	-0.4	0.6	-0.4	0.4	-0.5
D2 ag	-0.8	0.4	/	0.5	-0.7	-0.7
TRHR PAM	1	-1	-1	4	4	-2
D1 antagonist	5	-1	7	-4	2	-7
D1 ag	-1	-3	2	9	0	11
D1 PAM	12	-1	-3	-4	-4	-6
RXFP1 antag	-3	-2	2	-4	-8	7
D2 antagonist	-15	0	/	1	2	16

2 of the compounds above, with tabs:
No.	compound	D2 PAM	TRHR ag	D2 ag	TRHR PAM	D1 antagonist	D1 ag	D1 PAM	RXFP1 antag	D2 antagonist
7	Cc1cnc(=O)[nH]c1SCc1cccc([N+](=O)[O-])c1	17	-0.5	-0.8	1	5	-1	12	-3	-15
8	CCC1C(=O)n2nc(-c3ccccc3)cc2N=C1C (stereo not drawn)	14	-0.4	0.4	-1	-1	-3	-1	-2	0

(list continues)
[13] O=C(Nc1cccc(-c2csc(Nc3ccccc3)n2)c1)c1cc([N+](=O)[O-])cc(C(F)(F)F)c1
[14] COc1cc2c(cc1OC)C(Cc1ccc(O)cc1)N(C)CC2 (stereo not drawn)
[15] CCc1nn2c(NCCOC)cc(C)nc2c1-c1ccc(F)cc1
[16] COC(c1ccccc1)c1nnc(CCC(=O)NCCCc2ccccc2)o1 (stereo not drawn)
[17] Cc1ccc(N2CC(c3nnc(Cc4ccccc4Cl)o3)CC2=O)cc1 (stereo not drawn)
[18] O=C(CCc1ccccc1)n1nc(-c2ccccc2)nc1NCc1ccco1

compound no.	13	14	15	16	17	18
D2 PAM	1	-11	0	3	2	-5
TRHR ag	-0.2	0.3	0.2	-1.6	-0.3	1.2
D2 ag	0.7	-0.7	-0.2	-0.9	/	0.5
TRHR PAM	3	-5	-7	-5	4	6
D1 antagonist	-14	-8	-2	1	-9	-2
D1 ag	2	4	0	2	22	1
D1 PAM	-5	0	-1	-3	-2	-2
RXFP1 antag	/	-7	-20	2	1	20
D2 antagonist	16	-9	8	-2	/	13

Single records, as listed above. Values in the order: D2 PAM | TRHR ag | D2 ag | TRHR PAM | D1 antagonist | D1 ag | D1 PAM | RXFP1 antag | D2 antagonist
O=C(CCc1ccccc1)n1nc(-c2ccccc2)nc1NCc1ccco1 is entered as -5 | 1.2 | 0.5 | 6 | -2 | 1 | -2 | 20 | 13
COc1cc2c(cc1OC)C(Cc1ccc(O)cc1)N(C)CC2 (stereo not drawn) is entered as -11 | 0.3 | -0.7 | -5 | -8 | 4 | 0 | -7 | -9

The list goes on.
[19] COc1ccc(CNC(=O)CSc2nc(C)cs2)cc1
[20] COc1ccccc1CNC(=O)CCC1N=C2c3ccccc3N=C(SCc3ccc(Cl)cc3)N2C1=O (stereo not drawn)
[21] O=C(NCCN1CCOCC1)c1cc(-c2ccccc2Cl)nc2ccccc12
[22] CN(Cc1ccccc1)C(=O)CN(Cc1ccccc1)S(C)(=O)=O
[23] CCOC(=O)c1ccc(CC2S/C(=C(\C#N)C(C)=O)NC2=O)cc1 (stereo not drawn)
[24] Cc1nnc(NC(=O)c2csc3c2CCC(C)C3)s1 (stereo not drawn)

compound no.	19	20	21	22	23	24
D2 PAM	7	5	-5	-1	5	9
TRHR ag	-0.4	0.6	-0.3	-0.5	0.9	-0.7
D2 ag	1.9	0.4	-0.6	-0.9	-1.0	0.3
TRHR PAM	-1	-3	-1	8	2	4
D1 antagonist	-3	7	5	-1	9	-11
D1 ag	2	10	3	3	3	5
D1 PAM	-8	1	6	6	-4	-5
RXFP1 antag	8	1	-7	1	6	0
D2 antagonist	-7	/	9	13	-9	-17

[25] CCOc1ccc(NS(=O)(=O)c2ccc3c(c2)CCN3C(=O)C2CCC2)cc1
[26] COc1ccc(/C=C/c2ccc3cccc(O)c3n2)c(OC)c1OC
[27] Cc1ccc(CNC(=O)Cn2cc(S(=O)(=O)Cc3ccccc3Cl)c3ccccc32)cc1
[28] O=C(NCc1ccccc1)c1ccco1
[29] Cc1ccc(CNC(=O)C2CCN(S(=O)(=O)c3ccc4c(c3)CCCN4C(=O)C3CCC3)CC2)cc1

compound no.	25	26	27	28	29
D2 PAM	/	5	-3	-7	12
TRHR ag	-0.8	1.3	1.1	0.2	-0.6
D2 ag	/	1.1	1.1	-0.8	0.4
TRHR PAM	4	3	-8	-2	-3
D1 antagonist	-20	-21	-9	17	1
D1 ag	1	4	2	-2	2
D1 PAM	-1	1	3	-4	-4
RXFP1 antag	18	8	-24	2	-10
D2 antagonist	/	-4	/	1	/
